# Compound activity (PubChem BioAssay)
# GAA glycogen – qHTS Assay for Inhibitors and Activators of Human alpha-Glucosidase Cleavage of Glycogen; recombinant GAA, glycogen substrate, Amplex Red glucose oxidase fluorescence; Potency, µM (top dose mostly 76.4 µM), without a hit: at the top dose activity change, negative = inhibition, usual class: inhibitors; actives 0.38% (n = 300,000); AID 2100, 2009;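 note: potency is the fitted concentration of half-maximal effect; 0% = full enzyme reaction and -100% = no-enzyme basal signal; the screen sought inhibitors and activators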
#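 Recombinant enzyme (4 nM final) with compounds titrated up to 77 uM and bovine liver glycogen (30 ug) in citrate pH 5.0, 0.01% Tween-20, 37 C 40 min. Released glucose detected by Amplex Red/glucose oxidase (Ex 573/Em 610); AC50 from Hill fits.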
# HTT ATP protect – qHTS Multiplex Assay to Identify Dual Action Probes in a Cell Model of Huntington: Cytoprotection (ATP) | Potency, µM (highest dose often 56.4 µM), for the others: cytoprotection (ATP increase), actives largely listed as activators | PC12 HTT-Q103 induced, cytoprotection, ATP luminescence, 40 h | actives 0.14% (n = 230,000) | AID 1471, 2008;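 note: potency is the fitted concentration of half-maximal effect; % of control where 0% means no effect; nearly all actives have a fitted effect of over 45% in size; toxic huntingtin expression switched on by the ecdysone agonist tebufenozide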
#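 Huntington model: PC12 line, ecdysone-inducible HTTQ103 exon1–GFP, tebufenozide 100 nM. Test articles in a dose series. Endpoint luminescence from cellular ATP.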
# CBFb RUNX1 block – qHTS Assay for Compounds Blocking the Interaction Between CBF-beta and RUNX1 for the Treatment of Acute Myeloid Leukemia. AID 1477, 2009. 230,000 tested, under 10 active. Potency, µM (top dose mostly 59.8 µM), without a hit: top-dose activity, negative = inhibition, most hits filed as inhibitors. AlphaScreen CBFb-His/RUNX1-biotin binding, biochemical. Runt-related transcription factor 1 (Homo sapiens) + Core-binding factor subunit beta …; note: % of control where 0% means no effect
# Target sequence (Q01196 whole entry, looked up): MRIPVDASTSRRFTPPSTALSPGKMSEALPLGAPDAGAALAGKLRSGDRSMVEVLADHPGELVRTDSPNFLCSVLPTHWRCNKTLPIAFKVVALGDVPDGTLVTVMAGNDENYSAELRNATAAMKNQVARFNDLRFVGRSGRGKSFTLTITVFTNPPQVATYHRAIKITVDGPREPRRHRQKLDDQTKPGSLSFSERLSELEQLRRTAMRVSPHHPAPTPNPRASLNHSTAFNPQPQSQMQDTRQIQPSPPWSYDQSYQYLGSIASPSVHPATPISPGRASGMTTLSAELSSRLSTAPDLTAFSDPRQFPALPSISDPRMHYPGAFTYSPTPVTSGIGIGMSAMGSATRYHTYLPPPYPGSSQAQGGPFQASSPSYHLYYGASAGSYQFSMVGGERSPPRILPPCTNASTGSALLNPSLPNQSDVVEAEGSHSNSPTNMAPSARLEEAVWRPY
# Target sequence (Q13951 whole entry, looked up): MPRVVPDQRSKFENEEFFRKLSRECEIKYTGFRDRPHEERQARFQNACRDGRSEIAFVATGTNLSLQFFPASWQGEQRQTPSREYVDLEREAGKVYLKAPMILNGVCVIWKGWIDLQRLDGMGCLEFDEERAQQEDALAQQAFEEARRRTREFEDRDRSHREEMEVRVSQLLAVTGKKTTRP
#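 His-tagged CBF-beta and biotinylated RUNX1 (30 nM each) were premixed 20 min at room temperature, exposed to compound for 15 min, then given nickel-chelate and streptavidin AlphaScreen beads (50 ng each). After 90 min, AlphaScreen signal was read.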
# GAA inhib – qHTS Assay for Inhibitors of Human alpha-Glucosidase as a Potential Chaperone Treatment of Pompe Disease; Lysosomal alpha-glucosidase (Homo sapiens), P10253; purified human GAA, 4-MU-alpha-glucoside fluorescence; Potency, µM (top dose mostly 76.9 µM), for inactives: top-dose activity change, negative = inhibition, most hits filed as inhibitors; actives 0.005% (n = 200,000); AID 1466, 2008;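 note: potency is the fitted concentration of half-maximal effect; plate controls were uninhibited enzyme wells for no effect and no-enzyme background for full effect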
#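 qHTS format, compound range up to 77 uM. Human lysosomal enzyme at 4 nM, 400 uM 4-MU glucoside substrate, pH 5.0, 20 min room temperature; fluorescence after alkaline stop gives activity normalized to controls.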
# LMNA splice mod – qHTS Assay for Modulators of Lamin A Splicing; actives 0.01% (n = 200,000); Potency, µM (doses to about 46.1 µM), for inactives: at the top dose ratio change, negative = inhibition, hits mostly inhibitors; HeLa LMNA splicing GFP/RFP minigene ratio, 48 h; active = well fitted inhibition curve with a large enough effect in the signal ratio, with a control signal flat, not every such curve was filed as active; inconclusive = small, poorly fitted or top-dose-only effect, or effect the other way, or a change in a side signal; the % refers to the signal ratio; note: potency is the fitted concentration of half-maximal effect; % is set by controls: 0 for no effect and ±100 for the full control effect
#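 S3 HeLa stable clones carrying a lamin A-EGFP splicing minigene plus DsRed2 were seeded at 600 cells/well in Opti-MEM with 2% FBS, pin-dosed and incubated 48 h at 37°C. Acumen cytometry (488 nm) gave the GFP/RFP total-intensity ratio.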
# HttQ103 aggreg – qHTS Multiplex Assay to Identify Dual Action Probes in a Cell Model of Huntington: Aggregate Formation (GFP); PC12 HttQ103-GFP aggregates, Acumen cytometry, 40 h; Potency, µM (highest dose often 46.1 µM), for the others: at the top dose activity change, negative = inhibition, most hits filed as inhibitors; actives 1.1% (n = 220,000); AID 1688, 2009; note: potency is the fitted concentration of half-maximal effect; % is set by controls: 0 for no effect and ±100 for the full control effect; nearly all actives have a fitted effect of over 60% in size
#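 Quantitative HTS on tebufenozide-induced (100 nM) PC12 cells stably expressing polyQ103 Huntingtin exon 1–GFP. Reduction of bright GFP aggregates, detected by laser scanning cytometry after lysis, identified actives across the titration.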
# GAA spleen mod – qHTS Assay for Inhibitors and Activators of Human alpha-Glucosidase From Spleen Homogenate | actives 0.006% (n = 240,000) | Potency, µM (series often up to 79.9 µM), without a hit: at the top dose activity change, negative = inhibition, most hits filed as inhibitors | human spleen homogenate, 4-MU-alpha-glucoside fluorescence;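 note: potency is the fitted concentration of half-maximal effect; 0% = enzyme with vehicle and -100% = no enzyme basal signal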
#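 Human spleen homogenate (1 ug) incubated with compounds and 1 mM 4-methylumbelliferyl-alpha-D-glucopyranoside in pH 5.0 citrate/phosphate buffer, 37 C, 40 min. Stopped at pH 10; 4-MU fluorescence (Ex 365/Em 440 nm); AC50 by Hill fit.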
# * hit, by the source's call; ? = inconclusive; nt = not tested or not shown; & = joins results of further samples; [ ] = remark or other dose. Unless noted, calls come from the whole dose curve; as a rule, active = well fitted curve in the direction sought with a large enough effect; inconclusive = small, poorly fitted or top-dose-only effect, or another doubt; inactive = no such curve, though single readings can be large; an effect the other way counts as inactive or inconclusive.
SMILES	GAA glycogen	HTT ATP protect	CBFb RUNX1 block	GAA inhib	LMNA splice mod	HttQ103 aggreg	GAA spleen mod
COc1ccc(NC(=O)CC2C(=O)N(c3ccc(OC)cc3)C(=O)N2CCN2CCN(C)CC2)cc1 (centres undefined)	5%	-7%[10 µM]	9%	-7%	-5%	-3%	-9%
CN(C)CCNC(=O)Cn1nc(-c2ccc(Cl)cc2)ccc1=O	13%	-12%	6%	-7%	8%[0.0737 µM]	-17%	0%
Cc1c(Cc2ccccc2)c(=O)oc2cc(O)ccc12	-4%	4%[10 µM]	6%	nt	nt	-1%[9.22 µM]	?
N=C(c1cccc([N+](=O)[O-])c1)N1CCCCCC1	4%	1%[10 µM]	10%	5%	3%[46 µM]	-8%[9.22 µM]	-2%
CC1CCN(CC(=O)NC(=O)NCc2ccccc2)CC1	9%	10%[10 µM]	-6%	9%	0%	-8%	8%
Oc1ccc(/C=N/NC(=S)NCC2CCCO2)cc1 (centres undefined)	32µM*	1%	-3%	-2%	11%	10%	-11%
CC(=O)CSc1nc2ccccc2o1	2%	7%[1.9 µM]	11%	-7%	-10%	0%	0%
CCN(Cc1ccncc1)C(=O)c1ccccc1NS(=O)(=O)c1ccc(Br)cc1	3%	-1%[10 µM]	3%	nt	nt	12%[9.22 µM]	-1%
CCOC(=O)c1c(O)c2c([nH]c1=O)CCCC2	5%	2%	8%	0%[15.4 µM]	?	-6%	-7%
C=CCNS(=O)(=O)c1ccc2nsnc2c1	-6%	-3%[1.9 µM]	-2%	5%	1%	-13%	-6%
Cc1cc(/C=N/N2CCN(C)CC2)c(C)n1-c1ccccc1F	-3%	-31%	?	4%	-2%[46 µM]	13%	-6%
CSc1nc(Sc2ccc(Cl)cc2)c2ccccc2n1	2%	20%	8%	-5%	-12%	14%	-2%
CC(C)C(=O)NNC(=O)c1ccccn1	13%	10%[10 µM]	-9%	4%	-11%	?	2%
CCOCCCNC(=S)N1C2CCC1CC(NC(=O)NC1CCCCC1)C2 (centres undefined)	3%	4%[10 µM]	18%	3%	-7%	-28%	-11%
O=C(NC1CCCCCC1)C1CC(=O)N(Cc2ccccc2)C1 (centres undefined)	-4%	-16%	7%	3%	-2%	-1%	3%
Cc1ccc(NC(=O)N2CCC(=O)N2)cc1	?	-28%	3%	-2%	1%	-6%	0%
COc1ccc(/C=N/n2cncn2)cc1Cn1nc(C)c([N+](=O)[O-])c1C	3%	-4%[10 µM]	6%	nt	nt	17%[9.22 µM]	-2%
Cn1c(-c2cccc([N+](=O)[O-])c2)[n+](C)c2ccccc21	1%	6%	0%	0%	3%[9.22 µM]	-7%	-19%
COc1ccc(OC)c(C2N(c3ccc(Cl)cc3)C(=O)C3CCCN32)c1 (centres undefined)	7%	-7%	-1%	5%	-6%	9%	-1%
Cc1cccc(C(=O)Oc2csc(=S)n2C(=O)c2cccc(C)c2)c1	-18%	2%[1.9 µM]	-1%	-4%	2%	-9%	-1%
O=C(OCn1nnc2ccccc2c1=O)C1COc2ccccc2O1 (centres undefined)	10%	-15%[10 µM]	4%	-9%	-4%	-4%	-17%
COc1ccc(NC(=O)c2ccc(COCC(F)(F)C(F)F)cc2)cc1OC	-12%	13%[10 µM]	-8%	-4%	-17%	5%	10%
Cc1ccccc1CN1CCN(CC(=O)NCc2ccccc2)C1=O	-1%	4.5µM*	8%	-6%	3%	-3%	-3%
O=c1c2c(nc3cc(-c4cccc(Cl)c4)[nH]n13)CCC2	5%	-49%[inhibitor]	1%	-16%	-26%	-11%	-5%
Cn1cc(Br)c(C(=O)N/N=C/c2cccc(OC3CSC3)c2)n1	2%	nt	6%	-3%	2%	-3%	2%
CCN(CC)c1ccc(NC(=O)COC(=O)COc2ccccc2[N+](=O)[O-])cc1	-9%	6%[10 µM]	-16%	-5%	-9%	-11%	-14%
CC(CS(=O)(=O)c1cccc2cccnc12)N1CCCCC1 (centres undefined)	12%	-12%	5%	-2%	-11%	17%	0%
CCC(C)(C)NCC(=O)Nc1ccc(OC(F)(F)F)cc1	0%	7%	6%	-11%	15%	2%	-3%
CN1C[C@@H]2C(c3ccccc3)C3(c4cccnc4)CC2(C3)[C@H]1c1ccccc1 (some centres undefined)	8%	-21%	2%&-2%	nt	nt	1%[9.22 µM]	2%&-5%
CC(C)(C)NC(=O)C(c1ccncc1)N(Cc1cccs1)C(=O)c1csnn1 (centres undefined)	?	10%[10 µM]	6%	nt	nt	-3%[9.22 µM]	-2%
Cc1cccc(C)c1N=Cc1c(O)n(-c2nccs2)c(=O)c2ccccc12	-3%	-19%[10 µM]	-27%	?	0%	17%	-12%
Cc1nc(NC(C)c2ccccc2)c2c3c(sc2n1)CCC3 (centres undefined)	7%	-51%[inhibitor]	2%	-7%	?	11%	0%
COc1cc(NC(=O)c2ccccc2)cc(OC)c1	-5%	-21%[0.074 µM]	11%	-2%	20%	?	-2%
CN1CCN(c2cc(C(F)(F)F)nc3ccc(F)cc23)CC1	-1%	-6%[10 µM]	6%	nt	nt	0%[9.22 µM]	-3%
CCOc1cc(OCC)nc(S(C)(=O)=O)n1	6%	nt	5%	-3%	-4%	-19%	-2%
CCCc1cnc(N2CCN(C(=O)c3c(-c4ccccc4)noc3C)CC2)nc1	0%	-14%[10 µM]	4%	4%[15.4 µM]	nt	-19%[9.22 µM]	-2%
COc1ccccc1CNc1ccnc(-c2c(C)noc2C)n1	nt	20%	nt	nt	?	nt	2%
Cc1ccc(S(=O)(=O)Nc2ccc(S(=O)(=O)NC(C)(C)C)cc2)cc1	-8%	13%	-2%	-12%	-11%	-2%[9.22 µM]	-15%
COc1cc(OC)cc(N2C(=O)CSCC2=O)c1	10%	14%[10 µM]	11%	nt	nt	21%[9.22 µM]	5%
CC1CN(Cc2nc3c(c(=O)[nH]c(=O)n3C)n2CC(N)=O)CC(C)O1 (centres undefined)	5%	0%	2%	-5%[15.4 µM]	2%	8%	9%
Cc1ccc(-n2c(C)cc(C(=O)CSc3nnnn3C)c2C)cc1	-4%	-10%[10 µM]	-26%	-12%	?	?	-11%
O=C(COC(=O)c1ncc(Cl)c(Cl)c1Cl)NC(=O)NCc1ccccc1	9%	-16%	2%	-2%	12%[46 µM]	16%	1%
c1ccc(-c2cc3c(N4CCN(c5ncccn5)CC4)ncnc3s2)cc1	2%	-23%	2%	0%	6%[46 µM]	-3%	2%
Cc1cccc(NC(=O)c2oc(=O)c3ccccc3c2-c2ccccc2)c1C	-8%	7%[10 µM]	-2%	1%	?	-3%	-9%
Cc1ccc(C)c(Cn2c(=O)n(CCCC(=O)NCc3ccco3)c(=O)c3ccccc32)c1	-1%	nt	11%	1%	-6%	6%	4%
COc1ccc(C(=O)Nc2nncs2)c(OC)c1	-2%	-9%[10 µM]	4%	-2%	-20%	15%	-1%
O=C(O)CC(c1cccc(C(F)(F)F)c1)N1CCS(=O)(=O)CC1 (centres undefined)	4%	-1%	-1%	7%	10%[46 µM]	21%	0%
O=c1c2cccc3c2c(nn1CN1CCOCC1)-c1ccccc1-3	12%	-44%[inhibitor]	5%	-9%	?	?	5%
O=C(Cn1cnc2ccccc2c1=O)c1cccs1	1%	-5%	3%	?	12%	-13%[1.84 µM]	9%
Cc1ccc(C(=O)CC(C(=O)O)n2cnc([N+](=O)[O-])n2)cc1 (centres undefined)	0%	3%[10 µM]	4%	7%	14%[46 µM]	8%[9.22 µM]	0%
O=C(Cn1ccccc1=O)c1ccc(Cl)cc1	-5%	-22%	3%	6%	-1%[46 µM]	14%	-14%
COCCCNC(=S)Nc1ccccc1[N+](=O)[O-]	-6%	-89%[inhibitor][10 µM]	0%	?	nt	?	-4%
O=c1c2c3c(sc2n(CCN2CCCC2)c(=O)n1Cc1ccccc1)CCCCC3	8%	-12%[10 µM]	5%	nt	nt	-10%[9.22 µM]	-2%
COc1ccc(/C=C/C(=O)NC(=S)NNC(=O)c2cccs2)cc1	-7%	-49%[inhibitor][10 µM]	?	-6%	nt	?	-11%
Cc1ccc(Cn2c(C(=O)NCCCN3CCOCC3)cc3sccc32)cc1	-2%	18%[10 µM]	-6%	3%	-8%	31%	-2%
CS(=O)(=O)N(CC(=O)NCc1ccccc1Cl)C1CCCCC1	-1%	nt	1%	-3%	4%	-10%	2%
Cc1cccc(OCCn2cnc(Cl)c2Cl)c1	3%	4%[10 µM]	-4%	nt	nt	19%[9.22 µM]	3%
Cc1ccn(CC(=O)N2CCCC(C(=O)c3cccc4ccccc34)C2)n1 (centres undefined)	-17%	-9%[10 µM]	-1%	-2%	nt	-20%	-1%
COc1ccc(C(=O)Nc2cccc(/C=C/c3nc4ccccc4c(=O)[nH]3)c2)cc1	3%	-9%[10 µM]	-1%	nt	nt	-3%[9.22 µM]	3%
N#CC(c1ccccc1)C1CCN(Cc2ccccc2)CC1 (centres undefined)	1%	6%[10 µM]	8%	-5%	-1%	10%	-19%

# Additional records:
SMILES	GAA glycogen	HTT ATP protect	CBFb RUNX1 block	GAA inhib	LMNA splice mod	HttQ103 aggreg	GAA spleen mod
CN1C(=S)SC(C)(C)C1(C)NO (centres undefined)	?	13%[0.074 µM]	8%	-9%	7%	5%	1%
COc1ccc2c(c1[N+](=O)[O-])CCC/C2=N/OC(=O)c1cccc2ccccc12	4%	13%	4%	-5%	12%	12%	2%
COc1ccc(NC(=O)COC(=O)CCCOc2ccc(Cl)cc2Cl)cc1	-14%	7%[10 µM]	7%	-4%	-8%	16%	2%
CC(=O)c1ccc(C(=O)N2CCc3c([nH]c4ccccc34)C2c2ccccn2)s1 (centres undefined)	5%	22%[10 µM]	3%	?	nt	10%[9.22 µM]	10%
